TCR act: activators of T cell receptors; primary human leukocytes, anti-CD3, IL-2 HTRF, 48 h; AID 504894; 330,000 tested, under 10 active; Potency, µM (series often up to 9.22 µM), for inactives: at the top dose activation of IL-2 secretion, usual class: activators; also: % of control where 0% means no effect
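48 hr co-incubation of compounds, a-CD3 beads and primary human leukocytes; IL-2 quantified homogeneously by HTRF with anti-IL-2 K and d2 conjugates.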
MBNL1 CUG block: MBNL1-poly(CUG) RNA binding inhibition. Q9NR56. TR-FRET MBNL1-His/biotin-(CUG)12 binding, 665/545 ratio. Potency, µM (titrated, usually from 57.5 µM), without a hit: at the highest dose activity change, negative = inhibition, usual class: inhibitors. 0.036% of 280,000 active. AID 2675; active = well fitted inhibition curve with a large enough effect in the signal ratio, with a control signal flat, not every such curve was filed as active; inconclusive = small, poorly fitted or top-dose-only effect, or effect the other way, or a change in a side signal; inactive = no such curve, though single readings can be large or run the other way; the % refers to the signal ratio; also: potency is read from the fitted curve at half-maximal effect; % is scaled to controls: 0 for no effect and ±100 for the full control effect
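Ratiometric TR-FRET (665 over 545 nm, excitation 340 nm) tracks disruption of MBNL1-His/biotin-(CUG)12 complex after 60 min at room temperature, with compounds at 92 nM to 58 uM final.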
Menin-MLL TR inh: inhibitors of human menin-MLL interaction, mutant MLL peptide | O00255 | Menin + Texas Red MLL mutant peptide, fluorescence polarization | Potency, µM (highest dose often 61.6 µM), inactives show at the top dose FP activity change, negative = inhibition, actives largely listed as inhibitors | 0.23% of 270,000 active | AID 1768; active = well fitted inhibition curve with a large enough effect in the polarisation, with a control signal flat, not every such curve was filed as active; inconclusive = small, poorly fitted or top-dose-only effect, or effect the other way, or a change in a side signal; inactive = no such curve, though single readings can be large or run the other way; the % refers to the polarisation; also: potency is read from the fitted curve at half-maximal effect; % of control where 0% means no effect; many of its hits are not listed in these tables
Target sequence (O00255 whole entry, looked up): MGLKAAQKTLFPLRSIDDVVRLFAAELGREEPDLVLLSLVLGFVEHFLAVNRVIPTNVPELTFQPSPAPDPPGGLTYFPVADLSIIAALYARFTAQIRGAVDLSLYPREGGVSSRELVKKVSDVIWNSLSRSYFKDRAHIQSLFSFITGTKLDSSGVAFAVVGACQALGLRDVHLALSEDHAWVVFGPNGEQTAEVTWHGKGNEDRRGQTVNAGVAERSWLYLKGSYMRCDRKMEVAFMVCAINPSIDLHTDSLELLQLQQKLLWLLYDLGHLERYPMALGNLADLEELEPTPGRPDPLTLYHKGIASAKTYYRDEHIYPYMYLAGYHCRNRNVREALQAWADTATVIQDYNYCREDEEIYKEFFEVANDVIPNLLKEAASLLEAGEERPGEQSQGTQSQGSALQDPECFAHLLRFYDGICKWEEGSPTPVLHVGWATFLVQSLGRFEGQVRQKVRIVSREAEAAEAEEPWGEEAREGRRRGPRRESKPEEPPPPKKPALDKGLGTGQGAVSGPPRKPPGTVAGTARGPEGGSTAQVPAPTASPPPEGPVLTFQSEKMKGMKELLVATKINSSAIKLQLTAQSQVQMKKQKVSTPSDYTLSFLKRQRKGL
MLL CXXC-DNA inh: inhibitors of human MLL CXXC domain-DNA interaction. Q03164. MLL-CXXC / FITC-HOXA9 DNA fluorescence polarization. Potency, µM (titrated, usually from 115 µM), for the others: top-dose activity change, negative = inhibition, hits mostly inhibitors. 0.037% of 290,000 active. AID 2662; active = well fitted inhibition curve with a large enough effect in the polarisation, with a control signal flat, not every such curve was filed as active; inconclusive = small, poorly fitted or top-dose-only effect, or effect the other way, or a change in a side signal; inactive = no such curve, though single readings can be large or run the other way; the % refers to the polarisation; also: potency is read from the fitted curve at half-maximal effect
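Steps: dispense CXXC domain solution (7 uM) → pin compounds or unlabeled HOX-A9 DNA control → 5 min ambient → add FLSN-HOX-A9 solution (50 nM) → spin → 30 min ambient → fluorescence polarization. Tris pH 7.5/NaCl/DTT/BSA buffer.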
Mito fusion act: inhibitors of mitochondrial division or activators of mitochondrial fusion. 0.23% of 320,000 active. S. cerevisiae fusion-defective mutant growth rescue, CellTiterGlo 48 h. Potency, µM (titrated, usually from 46.1 µM), without a hit: top-dose growth rescue (activation), usual class: activators. AID 485298;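 also: potency is read from the fitted curve at half-maximal effect; % of control where 0% means no effect; nearly all actives have a fitted effect of over 45% in size; temperature-sensitive fusion mutants such as fzo1-1 at 37 °C on non-fermentable ethanol glycerol medium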
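Read-out: ATP-based luminescence (CellTiterGlo, 10 min ambient) reporting growth of fusion-defective ts yeast after 48 hours at 37C on glycerol/ethanol YPEG medium in the presence of compound.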
TSHR antagonist: blocks TSH signaling through the human TSH receptor; P16473; TSHR-expressing cells, TSH-stimulated cAMP HTRF, 2 h; active compounds read low; activity change, negative = inhibition, % at 11.5 µM; 0.2% of 330,000 active; AID 504810;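 active = activity change below a set negative limit, meaning inhibition stronger than a set level, cut at about -70% in these data; inconclusive = activity change between two set negative limits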; also: % is scaled to controls: 0 for no effect and ±100 for the full control effect
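TSHR-expressing cells, 200/well, pre-treated with compound, then stimulated with EC80 TSH (4nM final) for 2 hours at 37 deg C. cAMP measured by competitive HTRF: anti-cAMP cryptate antibody in lysis buffer plus cAMP-d2, read after 30 minutes at room temperature.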
PTAP TSG101 blk: blocks PTAP/TSG101 interaction to inhibit HIV-1 budding. Q99816. Fluorescence polarization, FITC-PTAP peptide / Tsg101 binding. Potency, µM (top dose mostly 115 µM), for inactives: top-dose activity change, negative = inhibition, usual class: inhibitors. 340,000 tested, under 10 active; active = well fitted inhibition curve with a large enough effect in the main read-out, with a control signal flat, not every such curve was filed as active; inconclusive = small, poorly fitted or top-dose-only effect, or effect the other way, or a change in a side signal; inactive = no such curve, though single readings can be large or run the other way; also: potency is read from the fitted curve at half-maximal effect; % of control where 0% means no effect
Target sequence (Q99816 whole entry, looked up): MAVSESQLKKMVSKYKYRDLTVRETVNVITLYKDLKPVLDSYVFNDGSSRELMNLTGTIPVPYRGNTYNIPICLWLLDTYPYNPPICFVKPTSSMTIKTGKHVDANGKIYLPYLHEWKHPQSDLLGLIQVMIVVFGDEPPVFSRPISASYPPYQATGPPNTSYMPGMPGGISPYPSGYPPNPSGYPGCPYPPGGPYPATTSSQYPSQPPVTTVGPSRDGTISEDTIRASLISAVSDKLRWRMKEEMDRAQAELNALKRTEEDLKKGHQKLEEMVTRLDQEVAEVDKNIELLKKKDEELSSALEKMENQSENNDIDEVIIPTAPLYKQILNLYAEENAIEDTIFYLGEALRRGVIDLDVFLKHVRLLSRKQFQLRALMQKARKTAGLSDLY
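Fluorescence anisotropy tracks displacement of a FITC-tagged PTAP peptide (50 nM) from the Tsg101 binding domain (10 uM), following a 20 min room-temperature incubation at pH 7.5.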
AT treatment: candidate therapy for ataxia-telangiectasia; […] A-T fibroblasts, KAP-1 phosphorylation AlphaLISA; neocarzinostatin DNA damage 30 min before lysis; AID 485349; 0.19% of 320,000 active; Potency, µM (highest dose often 57.5 µM), for inactives: top-dose activation, usual class: activators; also: potency is read from the fitted curve at half-maximal effect; % of control where 0% means no effect; nearly all actives have a fitted effect of over 45% in size
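ATM-like activity read as KAP-1 phosphorylation via AlphaLISA donor/acceptor antibody pairs after lysis and 6 hr at 25C. Cells were ATM-null patient fibroblasts ([…], hTERT), dosed 60 min, then exposed to the DSB inducer NCS for 30 min.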
S-ASM inh: blocks human secretory acid sphingomyelinase | P17405 | placental ASM, HMU-PC fluorogenic substrate, 60 min | Potency, µM (doses to about 57.5 µM), inactives show at the top dose activity change, negative = inhibition, hits mostly inhibitors | 0.006% of 340,000 active; also: potency is read from the fitted curve at half-maximal effect
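qHTS format. ASM enzyme prepared from human placenta hydrolyses the fluorogenic substrate HMU-PC0 (9 uM final) over 60 min at 37 °C after a 10 min compound preincubation.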
Integrin act MD: activates integrin-mediated alleviation for muscular dystrophy; alpha7betagal myoblasts, beta-gal FDG fluorescence, 48 h; Potency, µM (doses to about 38.3 µM), inactives show at the top dose activation, most hits filed as activators; 0.064% of 350,000 active;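 also: potency is read from the fitted curve at half-maximal effect; 100% = response of the positive control SU9516; nearly all actives have a fitted effect of over 60% in size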
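alpha7betagal+/- myoblasts (passage 13, 250/well) treated 48 h at 37C with compounds at 1:260 dilution of DMSO stock. Lysed, then beta-galactosidase activity read as FDG fluorescence (ex 480/em 540) after 30 min, with pre-read for autofluorescence.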
An asterisk follows results filed as active; ? = inconclusive; · = not tested or not shown; [ ] = dose if it differs, or a comment. Unless noted, calls follow the shape of the dose curve; as a rule, active = well fitted curve in the direction sought with a large enough effect; inconclusive = small, poorly fitted or top-dose-only effect, or another doubt; inactive = no such curve, though single readings can be large; an effect the other way counts as inactive or inconclusive. A portion of the library. The share of hits here may be higher or lower than overall.

SMILES | TCR act | MBNL1 CUG block | Menin-MLL TR inh | MLL CXXC-DNA inh | Mito fusion act | TSHR antagonist | PTAP TSG101 blk | AT treatment | S-ASM inh | Integrin act MD
O=C(N/N=C/c1ccc2c(c1)OCO2)C(=O)Nc1ccccc1 | -2% | 1% | · | -5% | -16% | -11 | -3% | -19% | -2% | ?
COc1ccc(CN2CCNC(=O)C2CC(=O)N(C)Cc2ccon2)cc1OC (stereo not drawn) | 1% | -4% | -11% | 1% | 3% | -5 | -5% | -7% | 5% | 4%
CN(C)/C=C/C1=CC(=O)CC(C)(C)C1 | 2% | 2% | -2% | 20% | 16% | 6 | -1% | -1% | 14% | -10%
O=C(Nc1ccccc1N1CCCCC1)c1cc(S(=O)(=O)N2CCOCC2)ccc1Cl | 0% | · | · | · | 21% | -18 | 19% | 4% | 0% | 21%
CCOc1ccc2oc(C(=O)NNC(=O)c3csc(N4CCOCC4)n3)c(C)c2c1 | 4% | 4% | · | -1% | 2% | -5 | 0% | 0% | -5% | -19%
COc1ccc(-c2nnc(SCC(=O)Nc3cccc(Cl)c3)o2)cc1 | 0% | 2% | ? | -6% | -1% | -11 | -3% | -5% | 1% | 17%
OCc1ccnc2oc3ccccc3c12 | -4% | · | · | · | · | · | 0% | · | 2% | 24%
COc1ccc(C2C(C#N)=C(N)Oc3c2sc2nc(C)cc(C)c32)cc1 (stereo not drawn) | 2% | 17% | 0% | 16% | 1% | 11 | -8% | 3% | 36% | -6%
COc1cccc(-c2nc(-c3ccccn3)no2)c1 | · | 8% | -3% | 5% | -10% | -7 | 3% | -3% | 2% | 24%
CCC/C(=N\NC(=O)c1ccccc1C)c1ccccc1 | -1%[46.1 µM] | -7% | -17% | ? | 2% | -5 | -1% | 12% | -2% | 6%
c1ccc(N2CCOCC2)c(Nc2nc3ccccc3n3cnnc23)c1 | -5% | 7% | 7% | 77%[activator] | 19% | -3 | 1% | -15% | -4% | 8%
O=C(O)C1CCCCC1C(=O)Nc1ccc(-c2ccccc2)cc1 (stereo not drawn) | -3% | -5% | -4% | -2% | 4% | -15 | -1% | -2% | 4% | 19%
COc1cc(/C=C2\SC(c3ccc(C)cc3)=NC2=O)cc(OC)c1O | 4% | ? | 20% | 11% | 8% | -5 | -2% | -19% | -10% | -34%
CCCOC(=O)Nc1sc2c(c1C(=O)OCC)CCC2 | -3% | 1% | -2% | 3% | 5% | -3 | -7% | 0% | -5% | 4%
COC(=O)c1ccc(Cl)c(NC(C)=O)c1 | · | 7% | 6% | 0% | -3% | 2 | -2% | 4% | -1% | 4%
CCN(c1ccccc1)S(=O)(=O)c1cc(CN2C(=O)c3cccnc3C2=O)ccc1OC | -3% | ? | 1% | 1% | 3% | 7 | -3% | -3% | 2% | -22%
CCN(CC)c1nc(Oc2ccc(C(=O)OC)cc2)nc(N2CCOCC2)n1 | -4% | -7% | ? | -4% | -2% | 2 | -2% | 3% | -19% | -24%
O=C(COC(=O)c1cccs1)Nc1ccccc1C(F)(F)F | -5% | 0% | -22% | -2% | -5% | -5 | 1% | -2% | 2% | -2%
C[C@H](CO)N1C[C@H](C)[C@@H](CN(C)C(=O)NC2CCCCC2)Oc2ccc(NS(C)(=O)=O)cc2C1=O | -15% | · | · | · | · | 3 | 0% | 2% | -1% | 11%
O=C(NN=Cc1c(O)ccc2ccccc12)c1ccc2c(c1)OCO2 | -1% | · | · | · | · | -4 | -6% | -25% | 0% | -13%
Cc1cc(C)cc(NC(=O)COC(=O)CCC2CCCC2)c1 | -3% | · | · | · | 4% | -1 | -4% | -15% | -6% | 25%
Cn1c(=O)c2c(-c3ccccc3)n(Cc3cccnc3)cc2n(C)c1=O | -3% | 2% | 1% | -5% | -1% | 17 | 0% | 6% | -1% | -6%
COCCCN1C(=O)C2C(C(=O)Nc3cccc(Cl)c3)C3C=CC2(O3)C1C(=O)NC1CCCCC1 (stereo not drawn) | 0% | -2% | -28% | 5% | -21% | 8 | -3% | -2% | -8% | 8%
CCCCSc1nc2sc3c(c2c(=O)[nH]1)CCC3 | · | -1% | 11% | 5% | -1% | 7 | -4% | -1% | -4% | 0%[7.66 µM]
CSc1nc2[nH]c3c(c2c2nnnn12)CCCC3 | 3% | 18% | 7% | 4% | 15% | 12 | 1% | -1% | 25% | -8%
CC1(C)Cc2c(cnn2-c2ccc(F)cc2)C(NC(=O)C2CCC2)C1 (stereo not drawn) | -3% | -13% | · | 4% | 0% | -6 | 0% | 3% | 4% | -24%
CC(=O)c1cc2c(cc1NC(=O)c1ccc(C)cc1)OCO2 | -3%[46.1 µM] | -9% | 0% | -6% | 6% | -2 | · | 6% | · | ·
COc1ccccc1CC(=O)Nc1ccc(-c2noc(COc3cccc(C)c3C)n2)cc1 | 2% | 4% | ? | -1% | 1% | -15 | -2% | 4% | -1% | -5%
COC(=O)[C@@H](NC(=O)N(C1CCCCC1)C1CCCCC1)C(C)C | -1% | -6% | -20% | 6% | 6% | 1 | -5% | 8% | 0% | 18%
Cc1ccc(C(=O)NCC(=O)OCC(=O)Nc2ccc3[nH]c(=O)[nH]c3c2)cc1 | 2% | · | · | · | -1% | -3 | -3% | 2% | 5% | 38%
COc1ccc(C(=O)NNC(=O)C(=O)NCc2ccccc2)cc1 | · | -5% | 7% | -23% | 3% | 0 | 0% | -8% | -4% | 5%
NS(=O)(=O)c1ccc(CNC(=S)Nc2ccc(Cl)c(Cl)c2)cc1 | -10% | -3% | ? | 4% | 1% | 9 | 0% | -4% | -10% | -23%
O=C(Cc1ccc([N+](=O)[O-])cc1)N1CCN(c2ccc([N+](=O)[O-])cc2)CC1 | 6% | ? | 15% | -18% | 8% | -30 | -1% | -4% | -8% | 13%
O=C(NC1CCCCC1)N(Cc1nc2ccccc2c(=O)[nH]1)C1CCCC1 | 1% | 2% | -3% | 2% | 2% | -6 | -5% | -2% | 2% | 30%
CCOc1cc(/C=N/NC(=O)c2cccs2)ccc1OC(=O)N1CCOCC1 | 1%[46.1 µM] | 17% | -11% | 2% | -6% | 5 | 0% | -4% | -1% | 3%
Cc1ccc(S(=O)(=O)N(C)CC(=O)NC2CC(C)(C)NC(C)(C)C2)cc1 | 3% | -1% | -9% | 9% | 0% | -2 | -5% | 2% | 1% | -5%
COc1ccc(C(=O)N2CCN(CCCc3ccccc3)CC2)cc1OC | 7% | 2% | ? | 48%[activator] | 7% | -3 | -1% | 4% | 1% | -8%
CC(=O)c1c(COC(=O)c2ccccc2Cl)nc2ccccc2[n+]1[O-] | 0% | ? | · | 12% | -13% | -2 | -5% | 0% | -3% | 4%
Clc1ccc(Oc2ncnc3oc(-c4ccccc4)cc23)cc1 | -4% | -2% | 10µM* | 7% | 0% | 4 | 0% | -9% | 11% | 2%
C[C@H](CO)N1C[C@H](C)[C@@H](CN(C)Cc2ccc(C(=O)O)cc2)Oc2c(cccc2N(C)C)C1=O | -1% | · | · | · | · | -6 | 1% | -1% | 1% | 6%
O=C(COc1cccnc1[N+](=O)[O-])NCCc1ccccc1 | -1% | ? | -3% | -4% | 6% | 10 | -1% | -4% | -2% | 11%
CC(C)CC(=O)Nc1ccc(OCC(=O)O)cc1 | 1% | 6% | -2% | -4% | 3% | 9 | -6% | 10% | -1% | 23%
C=CCN1C=CC(=O)[C@@H](O)[C@H]1c1ccccc1Br | -5% | · | · | · | · | · | -17% | · | 4% | 1%
Cc1ccc(OCc2nc(-c3ccccc3)no2)c(C)c1 | 3% | 4% | -2% | -2% | -3% | -14 | -1% | 9% | -1% | 14%
Cc1ccc(S(=O)(=O)CC(=O)Nc2nc3ccc(S(N)(=O)=O)cc3s2)cc1 | 2% | -13% | 38%[activator] | 5% | 7% | 2 | 0% | -5% | -3% | -16%
COC(CNC(=O)C(=O)Nc1cc2c3c(c1)CC(=O)N3CCC2)OC | -35% | 14% | 5% | 1% | 8% | 0 | -2% | -4% | 5% | -10%
COCCNC(=O)c1noc2c1CCc1cc(OC)ccc1-2 | 5% | 6% | -1% | 1% | 4% | -9 | -7% | 6% | -4% | 2%
Cc1nn(-c2ccccc2)c(C)c1NC(=O)COC(=O)CCCOc1ccccc1 | -7% | · | · | · | -1% | 5 | -1% | 8% | · | -6%
CC(C)(C)NC(=O)c1cc2c(ccc3ccccc32)oc1=O | · | ? | 6% | 1% | 2% | 9 | -2% | 12% | · | 5%
CCCNC(=O)c1cnc(Sc2ncc(C(F)(F)F)cc2Cl)n1C | -5% | -7% | -3% | -6% | -1% | -9 | 1% | · | -3% | -8%

Bioassay records as filed in PubChem.
